PLK1 PBD block: PLK1 (human) polo-box domain binding inhibition. P53350. Plk1 PBD binding of FITC phosphopeptide, fluorescence polarization. Potency, µM, for the others: max response, negative = inhibition, actives largely listed as inhibitors. 360,000 compounds, 2.8% hits; note: potency is the fitted concentration of half-maximal effect; series mostly up to about 57 µM; % is set by controls: 0 for no effect and ±100 for the full control effect; nearly all actives have a fitted effect of over 65% in size
IL2 activator: IL-2 activation; AID 652025; 360,000 compounds, 0.065% hits; activation, % (series mostly up to about 46 µM); IL-2 activation reporter assay, cell-based qHTS; stimulated with anti-CD3/CD4/CD28 beads; in transgenic mouse T cells; in the data active = activation above about 50%; inconclusive = mostly about 30% to 49%; note: 0% is about no effect
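Quantitative HTS in unstimulated transgenic mouse T cells, with memory T cells as non-tolerant control and PMA/ionomycin as tolerance-bypass control. Compound pretreatment lasted 60 minutes before 18 h bead stimulation; EGFP/DsRed fluorescence read.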
PI5P4K alpha inh: inhibitors of human PI5P4K alpha | P48426 | max response, % | 330,000 compounds, 1.2% hits | PI5P4Kalpha enzyme, ADP-Glo luminescence, 60 min; hits give low values; active = max response of -50% or lower; inconclusive = between -30% and -50%; inactive = -30% or higher; note: value at the top dose of about 77 µM; % is set by controls: 0 for no effect and ±100 for the full control effect
Target sequence (P48426 whole entry, looked up): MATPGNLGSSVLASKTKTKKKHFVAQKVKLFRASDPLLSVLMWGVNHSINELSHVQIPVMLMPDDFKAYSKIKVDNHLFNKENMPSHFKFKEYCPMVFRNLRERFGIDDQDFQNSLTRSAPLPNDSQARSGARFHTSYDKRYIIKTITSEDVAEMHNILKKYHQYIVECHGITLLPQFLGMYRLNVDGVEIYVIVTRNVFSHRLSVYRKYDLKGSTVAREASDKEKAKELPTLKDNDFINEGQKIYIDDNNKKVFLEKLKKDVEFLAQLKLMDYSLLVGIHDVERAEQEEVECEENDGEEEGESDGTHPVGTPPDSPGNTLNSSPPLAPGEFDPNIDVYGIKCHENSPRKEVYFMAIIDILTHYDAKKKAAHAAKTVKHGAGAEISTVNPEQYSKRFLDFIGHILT
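Reactions run in 0.038 M HEPES pH 7.4, 0.28 mM EGTA, 0.1% CHAPS and 5% DMSO, with PI5P4Kalpha, substrate, compound and 5 microM ATP final, one hour at room temperature. Readout is ADP-Glo luminescence.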
D3 ag: activates the human D3 dopamine receptor. P35462. D3R DiscoveRx beta-arrestin cells, luminescence, 90 min. max activation, %. 410,000 compounds, 0.58% hits. AID 652048; in the data active = max activation above about 30%; note: 0% is about no effect; mostly tested at two doses, the higher about 12 µM
Target sequence (P35462 whole entry, looked up): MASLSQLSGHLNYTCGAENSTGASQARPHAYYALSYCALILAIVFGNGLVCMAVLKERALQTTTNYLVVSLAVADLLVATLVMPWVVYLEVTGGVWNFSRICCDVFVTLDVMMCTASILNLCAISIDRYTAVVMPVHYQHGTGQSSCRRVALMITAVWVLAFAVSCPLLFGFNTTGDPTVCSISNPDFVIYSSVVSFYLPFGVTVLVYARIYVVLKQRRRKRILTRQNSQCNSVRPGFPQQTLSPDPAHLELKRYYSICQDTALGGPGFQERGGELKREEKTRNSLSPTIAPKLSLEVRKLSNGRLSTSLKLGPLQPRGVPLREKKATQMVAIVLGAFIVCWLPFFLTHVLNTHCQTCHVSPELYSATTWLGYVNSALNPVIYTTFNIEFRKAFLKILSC
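Cells at 1500/well, incubated overnight, then treated with pinned compounds (dopamine as control) for 90 min at 37 degrees C. DiscoveRx reagent added for 30 - 60 minutes at room temperature; luminescence read.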
GLP1R inv ag: inverse agonists of human GLP-1 receptor. HEK293 GLP-1R CRE-luciferase, luminescence, 24 h; GLP-1R form is constitutively active. P43220. Potency, µM (highest dose often 38.3 µM), for the others: at the top dose activity change, negative = inhibition, usual class: inhibitors. 410,000 compounds, 1.6% hits. AID 624417; note: potency is the fitted concentration of half-maximal effect; % is set by controls: 0 for no effect and ±100 for the full control effect; nearly all actives have a fitted effect of over 55% in size
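Luminescence readout: a drop in cAMP-driven luciferase signal flags inverse agonism at a constitutively active GLP-1R stably expressed in HEK293. Compound exposure lasted 24 hr at 37 deg C, 5% CO2.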
D3 antag: D3 dopamine receptor (human) antagonism; max response, negative = inhibition, %; P35462; AID 652054; 360,000 compounds, 2.5% hits; D3R cells, DiscoveRx beta-arrestin luminescence, antagonist mode; hits give low values; in the data active = max response below about -50%; inconclusive = no clear call, values can overlap the other calls; note: % is set by controls: 0 for no effect and ±100 for the full control effect; mostly tested at two doses, the higher about 12 µM
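Cells expressing the human receptor were seeded at 1500 cells/well, incubated overnight at 37 degrees C in 5% CO2, then exposed to library compounds with dopamine controls for 90 minutes at 37 degrees C before luminescent detection.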
HEK293 tox: cytotoxicity in counter-screen for GLP-1R inverse agonists; Potency, µM (titrated, usually from 38.3 µM), for inactives: at the highest dose activity change, negative = inhibition, most hits filed as inhibitors; AID 624418; HEK293 cAMP-luciferase reporter cells, luminescence, 24 h; 410,000 compounds, 0.13% hits;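 note: loss of luciferase light is scored as toxicity; potency is the fitted concentration of half-maximal effect; % is set by controls: 0 for no effect and ±100 for the full control effect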
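Quantitative HTS format, 1536 wells, 200 cells/uL seeded. Compounds: 23 nL, 24 h, 37 °C. Detection: luciferase reagent, luminescence at 12 min RT; decreased signal taken as cytotoxic.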
WRN helicase inh: blocks human WRN helicase. Q14191. WRN helicase unwinding, fluorescent forked duplex, kinetic. Potency, µM (top dose mostly 114 µM), for the others: top-dose activity change, negative = inhibition, usual class: inhibitors. 360,000 compounds, 0.46% hits. AID 651768; note: potency is the fitted concentration of half-maximal effect; % is set by controls: 0 for no effect and ±100 for the full control effect; nearly all actives have a fitted effect of over 55% in size
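Kinetic fluorescence helicase assay: unwinding of a quenched forked DNA duplex (100 nM final) with 2 mM ATP final raises red fluorescence (525/598 nm). Compounds sat 15 min at room temperature with 20 nM WRN beforehand.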
GLP1R ag: GLP-1 receptor (human) agonism; AID 624172; HEK293 GLP-1R CRE-luciferase, luminescence, 4-6 h; cells express a hypersensitive GLP-1R form; Potency, µM (highest dose often 45.6 µM), inactives show at the highest dose activation, actives largely listed as activators; 380,000 compounds, 0.007% hits; note: potency is the fitted concentration of half-maximal effect; % of control where 0% means no effect
Active calls of the source: *; ? = inconclusive; . = no result given; [ ] = another dose, or the depositor's remark. Unless noted, calls come from the whole dose curve; as a rule, active = well fitted curve in the direction sought with a large enough effect; inconclusive = small, poorly fitted or top-dose-only effect, or another doubt; inactive = no such curve, though single readings can be large; an effect the other way counts as inactive or inconclusive.

SMILES | PLK1 PBD block | IL2 activator | PI5P4K alpha inh | D3 ag | GLP1R inv ag | D3 antag | HEK293 tox | WRN helicase inh | GLP1R ag
Cc1cccc(/C=C(\C#N)C(=O)Nc2ccccn2)c1 | -10% | -1.7 | -2 | 6 | 7% | -1 | 0% | 3% | -2%
COc1cc(C(=O)Nc2cccc3c2CCCC3)cc(OC)c1OC | -2% | -2.3 | 1 | 0 | 30% | 19 | -14% | 5% | 2%
CC(=NN=C(C)c1ccc(O)cc1)c1ccc(O)cc1 | -16% | 1.0 | -6 | 0 | -29% | -17 | 3% | 10% | 15%
O=C(Nc1scc(-c2ccccc2)c1C(=O)O)c1ccco1 | -15% | -3.0 | -17 | -1 | -9% | -17 | -22% | -19% | -2%
CCOc1ccc(CNC(=O)CS(=O)(=O)c2cccc3nsnc23)cc1 | . | . | . | 0 | -1% | . | 13% | . | 3%
COc1ccc(N2CC(C(=O)Nc3nnc(SCC(=O)NC4CCCC4)s3)CC2=O)cc1 (stereo not drawn) | ? | -0.9 | -22 | -5 | 26% | 3 | 4% | ? | 0%
CCC1CCCCN1C/C=C/c1ccccc1[N+](=O)[O-] (stereo not drawn) | -9% | -1.3 | . | -27 | 0% | -55* | 0% | 4% | -5%
Cc1ccc(-c2cn(-c3ccc(SC(F)F)cc3)c3[n+]2CCC3)cc1 | -21% | -0.9 | -6 | -10 | ? | -11 | -22% | 13% | 10%
O=c1[nH]c(=S)c2c(n1-c1ccccc1)CCC2 | -3% | -1.0 | . | 1 | 6% | 8 | 2% | -2% | 6%
CC(CNC(=O)Cn1ccc(NC(=O)OCc2ccccc2)nc1=O)c1ccccc1 (stereo not drawn) | -4% | -0.3 | -2 | 7 | -18% | 33 | -29% | -4% | 5%

Looked up one by one from the list above:
SMILES | PLK1 PBD block | IL2 activator | PI5P4K alpha inh | D3 ag | GLP1R inv ag | D3 antag | HEK293 tox | WRN helicase inh | GLP1R ag
Cc1ccc(-c2cn(-c3ccc(SC(F)F)cc3)c3[n+]2CCC3)cc1 | -21% | -0.9 | -6 | -10 | ? | -11 | -22% | 13% | 10%
COc1cc(C(=O)Nc2cccc3c2CCCC3)cc(OC)c1OC | -2% | -2.3 | 1 | 0 | 30% | 19 | -14% | 5% | 2%
O=c1[nH]c(=S)c2c(n1-c1ccccc1)CCC2 | -3% | -1.0 | . | 1 | 6% | 8 | 2% | -2% | 6%

The listing continues.
SMILES | PLK1 PBD block | IL2 activator | PI5P4K alpha inh | D3 ag | GLP1R inv ag | D3 antag | HEK293 tox | WRN helicase inh | GLP1R ag
O=C(O)c1[nH]c2ccccc2c1-c1ccccc1 | -1% | -1.0 | 4 | 5 | 10% | 18 | 13% | -12% | -3%
CCOC(=O)c1[nH]c(C)c(C(=O)Nc2ccc(F)cc2)c1C | -6% | -0.3 | 4 | -11 | -22% | -22 | 3% | -4% | -4%
O=C(Nc1cc2c(=O)n(-c3ccc(Oc4ccccc4)cc3)ccc2oc1=O)c1ccccc1 | -5% | 0.6 | -1 | 3 | 13% | 9 | 84%[activator] | 1% | 0%
O=C(CNC(=O)c1ccco1)N=Nc1c(O)n(CCc2ccccc2)c2ccccc12 | -2% | 0.4 | 1 | -12 | ? | 0 | -20% | -7% | 4%
O=C(CN1CCN(S(=O)(=O)c2ccccc2)CC1)NC(=O)NC1CCCCC1 | -7% | -1.4 | 3 | -1 | ? | 0 | 0% | 4% | -1%
O=C(CN(C(=O)c1csnn1)c1ccc(F)c(Cl)c1)NCc1ccccc1 | -11% | -0.2 | 12 | -3 | -12% | 7 | -4% | 7% | 7%
CCOc1ccccc1N1CCN(C(=S)Nc2ccc(S(N)(=O)=O)cc2)CC1 | 0% | 0.9 | 10 | -4 | ? | -4 | -22% | -24% | -13%
N#C/C(=C/c1cccs1)c1ccccn1 | 3% | 2.5 | -5 | -4 | 20% | -5 | 2% | 6% | -3%
CC(C)n1c(=O)[nH]c2cc(C(=O)Nc3ccccc3)ccc21 | 1% | -0.9 | 3 | 17 | 7% | -1 | 1% | 2% | 22%
CCCCOC(=O)NC(NCC(O)c1ccccc1)(C(F)(F)F)C(F)(F)F (stereo not drawn) | -4% | -1.3 | . | 2 | -22% | 17 | -58% | 2% | -2%

Complete entries as entered above:
O=C(CN(C(=O)c1csnn1)c1ccc(F)c(Cl)c1)NCc1ccccc1 as listed: PLK1 PBD block: -11%; IL2 activator: -0.2; PI5P4K alpha inh: 12; D3 ag: -3; GLP1R inv ag: -12%; D3 antag: 7; HEK293 tox: -4%; WRN helicase inh: 7%; GLP1R ag: 7%
O=C(CNC(=O)c1ccco1)N=Nc1c(O)n(CCc2ccccc2)c2ccccc12 as listed: PLK1 PBD block: -2%; IL2 activator: 0.4; PI5P4K alpha inh: 1; D3 ag: -12; GLP1R inv ag: ?; D3 antag: 0; HEK293 tox: -20%; WRN helicase inh: -7%; GLP1R ag: 4%
O=C(CN1CCN(S(=O)(=O)c2ccccc2)CC1)NC(=O)NC1CCCCC1 as listed: PLK1 PBD block: -7%; IL2 activator: -1.4; PI5P4K alpha inh: 3; D3 ag: -1; GLP1R inv ag: ?; D3 antag: 0; HEK293 tox: 0%; WRN helicase inh: 4%; GLP1R ag: -1%

Additional structures:
SMILES | PLK1 PBD block | IL2 activator | PI5P4K alpha inh | D3 ag | GLP1R inv ag | D3 antag | HEK293 tox | WRN helicase inh | GLP1R ag
CC1(C)CC(=Cc2ccccc2[N+](=O)[O-])C(=O)c2ccccc21 | -3% | -2.6 | -10 | -12 | 4% | -18 | -11% | -8% | 0%
S=C(NC1CC1)N1CCN(c2ccc(Cl)cc2)CC1 | -8% | -3.3 | 5 | -4 | -5% | 3 | 19% | -21% | -4%
O=C(Cc1ccccc1[N+](=O)[O-])NCC(=O)c1ccc2c(c1)OCO2 | 1% | -3.9 | 5 | 3 | 3% | 5 | 11% | 9% | -3%
Cn1cc(S(=O)(=O)Oc2ccccc2)c(=O)n(C)c1=O | -5% | 1.4 | 7 | 3 | 10% | -1 | -1% | 3% | 0%
CCN(CC)c1ccc(CNC23CN4CN(CN(C4)C2)C3)cc1 | -1% | -1.4 | 0 | -4 | 8% | 25 | -8% | 9% | 0%
Cc1ccc(C)n1NC(=O)c1ccc(Cl)cc1Cl | -20% | 0.0 | ? | 7 | ? | -4 | -23% | -27% | -27%
O=C(OCC(=O)N1CCCC1)c1ccccc1C(=O)c1ccccc1 | -6% | -1.0 | -6 | 4 | 12% | -10 | 1% | -4% | -1%
CC(C)C[C@H]1COc2cc(N(C)CCO)ccc2S(=O)(=O)N1 | -2% | 1.7 | 0 | -2 | 16% | ? | 6% | 0% | 5%
CC1CCCN(CCOCCSc2ccccc2)C1 (stereo not drawn) | -1% | -0.6 | 1 | -12 | -15% | -73* | -10% | -9% | -5%
COc1ccc2c(c1)C(=O)N1[C@H]3c4cc(OC)ccc4OC[C@@H]3[C@H](c3ccccc3)[C@]1(C)C(=O)N2 | 5% | -2.5 | 0 | 21 | ? | -4 | -1% | -8% | -1%

Another view of two compounds above.
SMILES	PLK1 PBD block	IL2 activator	PI5P4K alpha inh	D3 ag	GLP1R inv ag	D3 antag	HEK293 tox	WRN helicase inh	GLP1R ag
Cn1cc(S(=O)(=O)Oc2ccccc2)c(=O)n(C)c1=O	-5%	1.4	7	3	10%	-1	-1%	3%	0%
CCN(CC)c1ccc(CNC23CN4CN(CN(C4)C2)C3)cc1	-1%	-1.4	0	-4	8%	25	-8%	9%	0%

Additional compounds:
SMILES | PLK1 PBD block | IL2 activator | PI5P4K alpha inh | D3 ag | GLP1R inv ag | D3 antag | HEK293 tox | WRN helicase inh | GLP1R ag
Cc1ccc2c(O)c(C)c(=O)[nH]c2n1 | -6% | -0.1 | -12 | 1 | 11% | -23 | 0% | -4% | 1%
O=C1CC(N2CCOCC2)C(=O)N1CCN1C(=O)CC(N2CCOCC2)C1=O (stereo not drawn) | -10% | 0.7 | 0 | -10 | -21% | -4 | 24% | -8% | 12%
CCC(C)[C@H](NC(=O)NCc1ccccc1Cl)C(=O)OC (stereo partly drawn) | -3% | ? | . | -8 | 6% | -8 | 8% | -6% | 19%
O=C(CCNC(=O)c1ccco1)Nc1ccc(SC(F)F)cc1 | -10% | 2.1 | 0 | 5 | -6% | 3 | 12% | 5% | 7%
Cc1ccc2nc(-c3ccc(NC(=S)NCCC(C)C)cc3)sc2c1 | -22% | -0.7 | 0 | 0 | 0% | 18 | -17% | -2% | 22%
CCO[C@H]1OC(C(=O)NC2CC2)=C[C@@H](C)[C@@H]1CCCO | -8% | 3.2 | 4 | -22 | 2% | -17 | 20% | 7% | -5%
Cc1cccc(C(=O)NNC(=O)c2ccco2)c1 | -6% | 1.2 | -1 | 1 | 7% | 2 | 2% | -4% | -3%
CCCN(CCC)CCNC(=O)CCC(=O)Nc1ccc2nc(N3CCN(C)CC3)cc(C)c2c1 | -1% | 0.7 | 1 | 4 | -19% | ? | 122%[activator] | -9% | 6%
Cc1nc2nc(-c3ccccc3)cc(=O)n2[nH]1 | 1% | 0.0 | . | 1 | 6% | 16 | -8% | 7% | -1%
c1ccc(CSc2nnc(-c3ccncc3)o2)cc1 | -26% | 0.1 | . | -1 | ? | -26 | 12% | -5% | -6%
COc1ccc(NC(=O)CCOc2ccccc2F)cc1S(=O)(=O)N1CCCCC1 | 4% | -0.8 | -3 | 9 | ? | 11 | -16% | -4% | 14%
Cc1ccc(OCCNC(=O)c2cc(-n3cnnc3)ccc2Cl)cc1C | -1% | -0.8 | . | -1 | 29% | 3 | -1% | -3% | 0%
OC(CN1CCN(Cc2ccc3c(c2)OCO3)CC1)c1c[nH]c2ccccc12 (stereo not drawn) | -9% | 0.3 | -3 | -18 | ? | -12 | 4% | -4% | 5%
O=C(NCc1ccc2c(c1)OCO2)C1CCC(=O)N1C1CCCCC1 (stereo not drawn) | -3% | 0.0 | 0 | -3 | -4% | 13 | -1% | -2% | -4%
COc1ccc(C(=O)Nc2cc(OC)cc3cccnc23)cc1 | -7% | -0.7 | 20 | -1 | 0% | 1 | 18% | 4% | 14%

Assay outcomes (PubChem)
